# Screens as filed in PubChem BioAssay.
# GLS inhibitor – inhibitors of human glutaminase (GLS). O94925. GLS enzymatic activity, qHTS titration. Potency, µM (titrated, usually from 45.5 µM), without a hit: at the top dose activity change, negative = inhibition, most hits filed as inhibitors. actives 0.21% (n = 410,000). AID 624170; also: potency is read from the fitted curve at half-maximal effect; % is scaled to controls: 0 for no effect and ±100 for the full control effect
#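 hKGA in 45 mM KH2PO4 (pH 8.2), 0.02% Tween-20 with compound, then 1mM L-Glutamine (stock as added) plus glutamate oxidase/HRP/Amplex red coupling mix. Fluorescence read initially and after 30 min at RT; signal change reflects glutamate formation.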
# BAZ2B inh – blocks human BAZ2B. Q9UIF8. AlphaScreen BAZ2B-H3K14Ac peptide displacement. Potency, µM (top dose mostly 114 µM), without a hit: at the highest dose activity change, negative = inhibition, hits mostly inhibitors. actives 4.4% (n = 360,000). AID 504333; also: potency is read from the fitted curve at half-maximal effect; % is scaled to controls: 0 for no effect and ±100 for the full control effect; nearly all actives have a fitted effect of over 60% in size
#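 AlphaScreen displacement: compounds (up to 110uM) incubated 30 min at room temperature with a preformed 50 nM BAZ2B/50 nM biotinylated H3K14Ac peptide complex in PBS pH 7.4 with Tween-20. Donor and acceptor beads at 10 ug/mL final added, 20 min light-protected before reading.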
# HP1b binding inh – blocks HP1-beta chromodomain binding to methylated histone tails | AlphaScreen HP1-beta / biotin-H3K9me3 peptide binding | actives 0.56% (n = 390,000) | P83916 | Potency, µM (titrated, usually from 114 µM), for the others: at the highest dose activity change, negative = inhibition, actives largely listed as inhibitors; also: potency is read from the fitted curve at half-maximal effect; nearly all actives have a fitted effect of over 70% in size; inactives centre near 23
#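 HP1-beta protein (50 nM final) preincubated 30 min at room temperature with biotinylated H3(1-18)K9me3 peptide (50 nM) in PBS pH 7.4, 0.01% Tween-20, then compound added for 30 min. AlphaScreen streptavidin donor/nickel chelate acceptor beads (10 ug/mL final), 30 min dark, luminescence read.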
# G9a inh – blocks human histone lysine methyltransferase G9a | Q96KQ7 | G9a H3K9 monomethylation, AlphaScreen, 2 h | Potency, µM (top dose mostly 102 µM), for inactives: top-dose activity, negative = inhibition, actives largely listed as inhibitors | actives 8.8% (n = 350,000); also: potency is read from the fitted curve at half-maximal effect; % is scaled to controls: 0 for no effect and ±100 for the full control effect; nearly all actives have a fitted effect of over 75% in size
# Target sequence (Q96KQ7 913-1193 limits assumed): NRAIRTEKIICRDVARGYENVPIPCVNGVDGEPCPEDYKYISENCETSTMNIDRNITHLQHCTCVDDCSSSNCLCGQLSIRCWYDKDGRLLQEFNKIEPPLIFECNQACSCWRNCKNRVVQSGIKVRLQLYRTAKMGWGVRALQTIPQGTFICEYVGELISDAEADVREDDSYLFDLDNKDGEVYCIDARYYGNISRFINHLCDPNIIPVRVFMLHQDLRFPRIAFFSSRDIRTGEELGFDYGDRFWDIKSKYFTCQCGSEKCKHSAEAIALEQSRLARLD
#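 G9a (20 nM) was preincubated 15 min with compound, then reacted 2 h at room temperature with 500 nM biotin-H3K9 peptide and 20 µM SAM. Monomethyl-H3K9 detected by AlphaScreen using anti-H3K9me1 antibody.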
# PGK inhibitor – blocks T. brucei phosphoglycerate kinase | P07378 | PGK/GAPDH coupled, Kinase-Glo luminescence, 60 min | Potency, µM (doses to about 57.5 µM), without a hit: at the top dose activity change, negative = inhibition, usual class: inhibitors | actives 0.043% (n = 380,000) | AID 602233; also: potency is read from the fitted curve at half-maximal effect; % is scaled to controls: 0 for no effect and ±100 for the full control effect; nearly all actives have a fitted effect of over 60% in size
#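 Luminescent ATP detection (Kinase-Glo Plus) follows a 60-minute room-temperature incubation, with wells lacking PGK as controls. Buffer: 100 mM TEA (pH 7.6), 5 mM MgCl2, 0.01% Tween-20. Coupling enzyme GAPDH (100 nM final) supplies unstable 1,3-BPG in-well.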
# POLH inh – blocks human DNA polymerase eta activity; Q9Y253; recombinant Pol eta, fluorescent DNA replication assay; Potency, µM (titrated, usually from 114 µM), inactives show at the top dose activity change, negative = inhibition, usual class: inhibitors; actives 1.2% (n = 390,000); AID 588591; also: potency is read from the fitted curve at half-maximal effect; % is scaled to controls: 0 for no effect and ±100 for the full control effect
# Target sequence (Q9Y253 whole entry, looked up): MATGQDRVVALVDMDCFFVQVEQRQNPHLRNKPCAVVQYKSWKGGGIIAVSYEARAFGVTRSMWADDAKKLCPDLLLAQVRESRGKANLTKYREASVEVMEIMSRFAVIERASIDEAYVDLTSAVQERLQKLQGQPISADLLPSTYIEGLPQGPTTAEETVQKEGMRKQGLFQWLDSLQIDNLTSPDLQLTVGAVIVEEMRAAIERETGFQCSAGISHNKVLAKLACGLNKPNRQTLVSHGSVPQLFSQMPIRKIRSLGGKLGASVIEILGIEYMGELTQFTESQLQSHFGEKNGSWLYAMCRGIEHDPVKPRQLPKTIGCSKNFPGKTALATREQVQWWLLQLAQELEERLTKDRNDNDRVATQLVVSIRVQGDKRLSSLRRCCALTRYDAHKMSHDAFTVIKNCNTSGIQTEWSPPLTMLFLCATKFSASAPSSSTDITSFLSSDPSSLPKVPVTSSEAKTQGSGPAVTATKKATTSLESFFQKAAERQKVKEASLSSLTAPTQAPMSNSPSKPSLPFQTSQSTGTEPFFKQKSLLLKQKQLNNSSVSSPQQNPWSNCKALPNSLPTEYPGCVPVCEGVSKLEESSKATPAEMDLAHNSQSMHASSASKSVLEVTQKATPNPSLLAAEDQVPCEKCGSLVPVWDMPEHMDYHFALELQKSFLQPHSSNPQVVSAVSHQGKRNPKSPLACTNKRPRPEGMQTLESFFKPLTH
#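 Pol eta (10 nM) was preincubated with compounds for 15 min at room temperature, after which fluorescent replication substrate (50 nM final) was added to start the reaction. Fluorescence was read kinetically at 0 and 10 min.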
# PI4K2A block – PI4K2A (human) kinase inhibition; Q9BTU6; purified PI4K2A, ADP-Glo luminescence, 1 h; active compounds read low; activity change, negative = inhibition, % at 76.9 µM; actives 0.13% (n = 420,000); in the data active = activity change below about -50%; inconclusive = mostly about -30% to -49%;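 also: -100% = wells without enzyme as full effect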
#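 Compounds are screened against recombinant PI4K2A using PI as substrate and ATP, the latter dispensed at 300 microM. Reactions run one hour at ambient temperature before ADP-Glo detection; full inhibition defined by wells lacking enzyme.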
# Pin1 inhibitor – human Pin1 inhibition; Potency, µM (highest dose often 115 µM), for inactives: at the highest dose activity, negative = inhibition, usual class: inhibitors; Q13526; actives 0.009% (n = 390,000); Pin1 FP peptide displacement, HiFluor488, 10 min; active = well fitted inhibition curve with a large enough effect in the polarisation, with a control signal flat, not every such curve was filed as active; inconclusive = small, poorly fitted or top-dose-only effect, or effect the other way, or a change in a side signal; inactive = no such curve, though single readings can be large or run the other way; the % refers to the polarisation; also: potency is read from the fitted curve at half-maximal effect; % is scaled to controls: 0 for no effect and ±100 for the full control effect
# JMJD2A Tudor inh – blocks the human JMJD2A Tudor domain; O75164; AID 504339; AlphaScreen JMJD2A-Tudor / H3K4me3 peptide binding; Potency, µM (highest dose often 114 µM), inactives show top-dose activity change, negative = inhibition, hits mostly inhibitors; actives 4.4% (n = 390,000); also: potency is read from the fitted curve at half-maximal effect; % is scaled to controls: 0 for no effect and ±100 for the full control effect; nearly all actives have a fitted effect of over 50% in size
# * = called active by the depositor; i = inactive; ? = inconclusive; · = no result given; [ ] = another dose, or the depositor's remark. Unless noted, calls follow the shape of the dose curve; as a rule, active = well fitted curve in the direction sought with a large enough effect; inconclusive = small, poorly fitted or top-dose-only effect, or another doubt; inactive = no such curve, though single readings can be large; an effect the other way counts as inactive or inconclusive. Not all compounds are listed, so the mix of outcomes need not match the whole.
Structure,GLS inhibitor,BAZ2B inh,HP1b binding inh,G9a inh,PGK inhibitor,POLH inh,PI4K2A block,Pin1 inhibitor,JMJD2A Tudor inh
Nc1ccccc1-[n+]1c(-c2ccccc2)cc(-c2ccccc2)cc1-c1ccccc1,5%,-15%,2%,·,3%,-24%,4,-3%,-16%
CC1CC2C(C(O)CC3(C)C(O)CCC23)C2(C)CCC(=O)C=C12 (stereo not drawn),-10%,·,19%,·,-1%,-13%,10,-4%,-14%
COc1ccccc1-n1c(-c2ccccc2)nc2ccccc2c1=O,-5%,-14%,35%,·,i,-16%,-3,0%,-13%
CC(C)[C@H]1CC2C3CC=C4C[C@@H](O)CC[C@]4(C)C3CC[C@]2(C)[C@H]1O (stereo partly drawn),-21%,·,4%,·,-4%,-6%,5,-4%,-3%
CC(=O)OC1C(O)C(C)OC(OC2C(OC(=O)C3CCC4C(C3)OC3(CC(OC(=O)/C=C/c5ccccc5)C(C)CO3)C43CO3)OC(C)C(O)C2OC(C)=O)C1O (stereo not drawn),2%,·,25%,·,-4%,-21%,-2,-4%,-18%
COC(=O)C1=C(c2ccccc2)C[C@@H]2CC[C@H]1N2C(=O)NCc1cccc2ccccc12,-3%,·,13%,·,-2%,-10%,3,3%,-29%
C[C@]12CCC3C(CC[C@H]4C[C@H](O)CC[C@]34C)C1CC(=O)[C@@H]2O (stereo partly drawn),11%,·,21%,·,i,-12%,3,3%,-14%
CCCC(=O)NC(Oc1ccc(Cl)cc1Cl)C(Cl)(Cl)Cl (stereo not drawn),-1%,-1%,24%,-10%,·,10%,-1,3%,-4%
CCOc1ccc(-n2c(O)c(C=Nc3ccc(NC(C)=O)cc3)c(=O)[nH]c2=O)cc1,8%,-4%,30%,·,-1%,-9%,-1,22%,-10%
Cn1c(O)c(C=NC2CCN(Cc3ccccc3)CC2)c(=O)n(C)c1=O,5%,-6%,22%,19%[59 µM],-1%,-24%,-3,1%,7%
COc1ccccc1CN1CCCC(C(=O)c2ccccc2OC)C1 (stereo not drawn),-12%,-4%,36%,·,-6%,-12%,5,0%,-10%
COc1cccc(NC(=O)C2CCN(c3nnc(C)c4c(C)n(-c5ccccc5)nc34)CC2)c1,2%,4%,-4%,3%[59 µM],-8%,-8%,0,?,-21%
COC(=O)C1=C(c2ccc(OCc3ccccc3)cc2)C[C@@H]2CC[C@H]1N2C(=O)NCc1ccc(C(C)(C)C)cc1,-1%,·,·,·,3%,-22%,-11,·,·
Cc1cc(OCC(=O)N[C@@H](Cc2ccccc2)C(=O)O)c2c3c(c(=O)oc2c1)CCC3,?,-7%,52%[activator],16%[12.7 µM],-3%,-8%,0,-11%,-10%
C[C@]12CCCCC1=CC(=O)C1C2CC[C@@]2(C)C1C[C@@H](F)[C@@H]2O (stereo partly drawn),-2%,·,25%,·,2%,-14%,-16,-8%,1%
Clc1ccc(C[n+]2c(-c3ccccc3)cc(-c3ccccc3)cc2-c2ccccc2)cc1,6%,-2%,-7%,-9%[2.33 µM],-4%,-20%,0,-2%,-31%
COc1ccccc1N=Nc1c(O)[nH]c(=S)[nH]c1=O,3%,?,1%,40µM*,-1%,-13%,-2,?,?
O=CC(Cl)P(=O)(N1CCOCC1)N1CCOCC1 (stereo not drawn),2%,1%,38%[activator],·,-1%,-15%,7,0%,-19%
CCCNc1nc(-c2cc(C(=O)Nc3ccccc3)on2)cc(C(C)C)n1,2%,·,52%[activator],·,-4%,-10%,0,5%,-9%
Cc1cc(-c2n[nH]c(=S)n2CC(C)C)cs1,-26%,-5%,?,3.2µM*,i,-25%,-4,1%,5.6µM*
CSc1ncc(Cl)c(C(=O)O)n1,-7%,?,31%,-31%[59 µM],-4%,-10%,-7,1%,-12%
CC(C)Cc1[nH]c(=O)c(C#N)c2c1CCC2,-4%,-1%,26%,4%,i,0%,2,-6%,-19%
N#CCCn1cc(C(=O)Nc2ccccc2Cl)c(-c2ccc(F)cc2)n1,1%,?,10%,·,-1%,-18%,0,-9%,-4%
COc1ccc2c(C)c(CC(=O)N3C[C@H]4C[C@@H](C3)c3cccc(=O)n3C4)c(=O)oc2c1C,4%,-26%,9%,28%,3%,-6%,0,-1%,-27%
Cc1cc(=O)oc2c(C)c(OCC(=O)N3CCN(Cc4ccccc4)CC3)ccc12,0%,-18%,23%,10%,6%,0%,13,-1%,-20%
O=C1NC(=S)NC(=O)C12C(c1ccccc1)NC(=S)NC2c1ccccc1 (stereo not drawn),6%,-3%,36%,?,10%,50µM*,-24,7%,-1%
C[C@H]1C/C=C/[C@H]2[C@H](O)[C@H](C)[C@@](C)(O)[C@H]3[C@H](Cc4ccccc4)NC(=O)[C@]32[C@H](O)/C=C/[C@](C)(O)C1,0%,·,5%,·,i,-2%,-2,-8%,-16%
COC(=O)C1=C(c2ccc(OCc3ccccc3)cc2)C[C@@H]2CC[C@H]1N2C(=O)NCc1ccccc1,-3%,-5%,6%,-10%[2.33 µM],-2%,-5%,-3,-3%,-12%
Fc1cccc(CN2CCN(c3ccc(Cl)cc3)CC2)c1,-6%,18%,34%,20%,-1%,-18%,-2,4%,12%
CCCCOP(=O)(OCCCC)C(O)c1ccc(Br)cc1 (stereo not drawn),-2%,1%,45%[activator],12%[59 µM],2%,-15%,3,2%,0%
C=CCN(c1ccc(C(=O)N(CC)CC)cc1)S(C)(=O)=O,6%,6%,19%,18%[59 µM],-1%,-7%,-1,2%,12%
O=c1[nH]c(=O)n(C2CCCCCC2)c(O)c1C=NC1CCN(Cc2ccccc2)CC1,-5%,7%,4%,?,-3%,-5%,-1,19%,?
O=C(CCc1nnc2ccc(NCc3ccc(F)cc3)nn12)N1CCC2(CC1)OCCO2,-3%,-31%,44%[activator],-3%,0%,-9%,3,3%,-4%
Cc1ccc(C)c(OCc2cc(C(=O)N3C[C@H]4C[C@@H](C3)c3cccc(=O)n3C4)no2)c1,-5%,8%,17%,·,2%,-10%,0,-8%,-5%
CCCCNC(=O)c1c(N)n(CCCOC)c2nc3ccccc3nc12,-3%,51%[activator],165%,66%[activator][59 µM],-7%,-7%,-58*,2%,93%[activator]
CC1=Nc2ccccc2/C1=C/c1c(O)[nH]c(=O)[nH]c1=O,0%,?,8%,79µM*,2%,-1%,-21,16%,-14%
O=c1c2cc(Cl)cc(Cl)c2nc(CN2CCOCC2)n1-c1ccccc1F,10%,8%,57%[activator],?,i,-15%,11,8%,-12%
CC12CC(O)C3C(CCC4=CC(=O)CCC43C)C1CCC2=O (stereo not drawn),-7%,·,-12%,·,6%,-11%,-2,0%,-14%
COc1ccc(CNC(=O)c2cc3c(-c4ccccc4F)nn(C)c3s2)c(OC)c1,2%,·,52%[activator],4%[59 µM],-9%,-16%,0,20%,-20%
COc1cccc(CN2CCN(C(=O)Cc3ccccc3OC)CC2)c1,0%,-10%,30%,·,7%,2%,1,-1%,-5%
O=C(Nc1ccc(-c2nc3ccccc3c(=O)o2)cc1)c1ccco1,-7%,-5%,62%[activator],24%[59 µM],4%,0%,0,27%,-21%
N[C@H](CO)Cc1ccccc1,-3%,·,20%,·,-6%,-2%,3,-6%,-17%
COC(=O)C1=C(c2ccc(-c3ccccc3)c(F)c2)C[C@@H]2CC[C@H]1N2C(=O)NCc1cc(C)oc1C(F)(F)F,-15%,-1%,23%,-13%[2.33 µM],-6%,-19%,4,0%,-20%
COc1ccc(OC)c(NC(=O)C2C(C(=O)O)C3(Cl)C(Cl)=C(Cl)C2(Cl)C3(Cl)Cl)c1 (stereo not drawn),20%,-31%,9%,45µM*,-7%,-6%,-2,-6%,-19%
Cc1ccsc1C(=O)C1CCCN(Cc2cn(C)nc2C)C1 (stereo not drawn),11%,-14%,42%[activator],12%,-1%,-8%,1,-14%,-9%
O=C(COc1ccccc1)NCCc1cnc[nH]1,3%,3%,19%,-13%,-10%,-13%,2,4%,-7%
CN(C)C(=O)Oc1ccc2ccccc2c1Cl,-9%,2%,36%,8%[59 µM],1%,-4%,-1,?,-8%
CCN(CC)C(=O)c1ccc(NC(=O)c2ccc3c(c2)NC(=O)CS3)cc1,9%,·,28%,·,-6%,-4%,-1,9%,-1%
O=C1C2CCCN2C(c2ccc(Cl)c(Cl)c2)N1c1ccccn1 (stereo not drawn),-2%,2%,33%[activator],6%[59 µM],-9%,-14%,-6,8%,-13%
O=C(NCC1=C(c2cccc3ccccc23)C[C@@H]2CC[C@H]1N2Cc1ccco1)c1cccs1,-3%,·,·,·,-4%,-9%,-3,·,·
Cc1cc(OCCCC(=O)NCc2cccs2)ccc1Cl,8%,5%,83%[activator],15%[59 µM],-8%,-14%,6,1%,37%[activator]
Cc1ccccc1NC1(C#N)CCCCC1,5%,-12%,52%[activator],-4%,i,-6%,0,-1%,-5%
CCCCn1c(O)c(C=NCCCN(CC)CC)c(=O)[nH]c1=O,6%,·,20%,16%[59 µM],-3%,-9%,0,-2%,-11%
